Bioassay records as filed in PubChem.
USP1-UAF1 inh: inhibitors of human USP1/UAF1 deubiquitinase; O94782; recombinant USP1/UAF1, Ub-Rhodamine cleavage fluorescence; Potency, µM (doses to about 57.1 µM), for inactives: at the top dose activity change, negative = inhibition, hits mostly inhibitors; actives 0.23% (n = 390,000); AID 743255; further: potency means the concentration at half of the fitted maximal effect; on the % scale 0 is the no-effect control and ±100 the full control effect; nearly all actives have a fitted effect of over 60% in size; inactives centre near -12
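1 nM enzyme complex + cpd, 15 min RT; start with Ub-Rho 150nM final; kinetic fluorescence ex 480/em 540, 6 reads q60 s. Buffer 50mM HEPES pH 7.8, 0.5mM EDTA, 0.1 mg/ml BSA, 1mM TCEP, 0.01% Tween-20.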
Vif-APOBEC3F blk: inhibitors of Vif-A3F interaction | Potency, µM (doses to about 46.1 µM), without a hit: at the highest dose activity, negative = active | HeLa A3F-eYFP + Vif (tagged APOBEC3F with the HIV-1 protein that degrades it), YFP fluorescence increase | actives 0.2% (n = 390,000); further: potency means the concentration at half of the fitted maximal effect; % of control where 0% means no effect; nearly all actives have a fitted effect of over 65% in size
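Fluorescence increase (Ex 488/Em 500-530) after overnight compound treatment at 37 deg C flags inhibition of Vif-driven A3F-eYFP loss in stable HeLa A3F-eYFP/Vif cells seeded overnight beforehand.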
RXFP1 agonist: RXFP1 (human) receptor agonism; AID 2676; HEK293T-RXFP1 cAMP TR-FRET, 30 min; response scale: percent of porcine relaxin response, buffer zero; Potency, µM (highest dose often 57.5 µM), for inactives: top-dose activation, hits mostly activators; actives 0.3% (n = 370,000); further: potency means the concentration at half of the fitted maximal effect; on the % scale 0 is the no-effect control and ±100 the full control effect; nearly all actives have a fitted effect of over 60% in size; many of its hits are not listed in these tables
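cAMP rise read by TR-FRET after 30 min, 37C compound exposure (up to 58 uM) in RXFP1-transfected HEK293 cells with Ro 20174 present. EC50 from Hill-equation fits, with 29 nM porcine relaxin as 100% and buffer as basal.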
TrxR1 substrate: substrates of rat thioredoxin reductase 1; O89049; AID 588456; Potency, µM (highest dose often 114 µM), for the others: at the top dose activity change, negative = substrate turnover; actives 0.01% (n = 390,000); purified TrxR1 substrate turnover, NADPH consumption readout; further: potency means the concentration at half of the fitted maximal effect; on the % scale 0 is the no-effect control and ±100 the full control effect; nearly all actives have a fitted effect of over 50% in size
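Rat TrxR1, dispensed at 90 nM, was prereduced with 400 uM NADPH (final) for 5 min at ~22 deg C, then incubated with compound 15 min before 400 uM selenite. A first-read NADPH fluorescence drop versus no-compound background flagged substrates.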
GRP78 ERSR act: ER stress response induction in glioma; U87-MG GRP78 promoter luciferase reporter, 16 h; Potency, µM, inactives show at the top dose activation, usual class: activators; actives 0.02% (n = 420,000); further: potency means the concentration at half of the fitted maximal effect; series mostly up to about 76 µM; % of control where 0% means no effect; nearly all actives have a fitted effect of over 35% in size
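ERSR induction read as luciferase luminescence (Bright-Glo, 10 min at room temperature) in stably transfected human U87-MG glioma cells exposed to compounds for 16 h, using GRP78 as sensor.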
LDHA inh: inhibitors of human lactate dehydrogenase A; activity change, % (values are at about 110 or 230 µM); P00338; purified LDHA, NADH/diaphorase-resazurin fluorescence; active compounds read low; actives 0.15% (n = 480,000); in the data active means activity change below about -30%; inconclusive means mostly about -25% to -30%;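 further: plate controls were DMSO wells for no effect and wells without enzyme for full effect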
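Remaining NADH was detected by diaphorase (0.133 mg/mL) converting 37 µM resazurin to fluorescent resorufin, read at 0 and 20 minutes. The preceding 5-minute room-temperature reaction used 2 nM LDHA, 0.2 mM sodium pyruvate and 0.06 mM NADH at pH 7.4.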
Vif-APOBEC3G blk: Vif-A3G binding inhibition; Q9HC16; HeLa A3G-eYFP + Vif (tagged APOBEC3G with the HIV-1 protein that degrades it), YFP fluorescence, overnight; Potency, µM (series often up to 46.1 µM), inactives show at the highest dose activity, negative = active, most hits filed as inhibitors; actives 0.076% (n = 410,000);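 further: potency means the concentration at half of the fitted maximal effect; on the % scale 0 is the no-effect control and ±100 the full control effect; nearly all actives have a fitted effect of over 60% in size; hits raise eYFP signal because A3G escapes Vif-driven loss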
Target sequence (Q9HC16 whole entry, looked up): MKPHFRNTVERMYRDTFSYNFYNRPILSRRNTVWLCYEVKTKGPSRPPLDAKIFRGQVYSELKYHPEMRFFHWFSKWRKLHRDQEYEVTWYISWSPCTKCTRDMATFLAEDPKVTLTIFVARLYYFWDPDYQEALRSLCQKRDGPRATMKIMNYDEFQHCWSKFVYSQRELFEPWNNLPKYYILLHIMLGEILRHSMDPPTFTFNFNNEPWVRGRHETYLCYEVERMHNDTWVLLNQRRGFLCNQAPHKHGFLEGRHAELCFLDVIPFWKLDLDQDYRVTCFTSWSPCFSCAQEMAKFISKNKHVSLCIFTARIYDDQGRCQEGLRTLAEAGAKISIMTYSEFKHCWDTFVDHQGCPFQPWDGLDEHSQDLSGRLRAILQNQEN
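HeLa cells stably expressing Vif and C-terminally eYFP-tagged A3G, seeded overnight at 37 deg C, then exposed to compound by pintool overnight at 37 deg C. Rise in yellow fluorescence (Ex 488/Em 500-530, Acumen) marks blocked Vif-driven A3G degradation.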
PI4K2A inh: inhibitors of human PI4K2A; activity change, negative = inhibition, % at 76.9 µM; Q9BTU6; actives 0.13% (n = 420,000); AID 1346378; purified PI4K2A, ADP-Glo luminescence, 1 h; active compounds read low; in the data active means activity change below about -50%; inconclusive means mostly about -30% to -49%;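 further: -100% = wells without enzyme as full effect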
Target sequence (Q9BTU6 whole entry, looked up): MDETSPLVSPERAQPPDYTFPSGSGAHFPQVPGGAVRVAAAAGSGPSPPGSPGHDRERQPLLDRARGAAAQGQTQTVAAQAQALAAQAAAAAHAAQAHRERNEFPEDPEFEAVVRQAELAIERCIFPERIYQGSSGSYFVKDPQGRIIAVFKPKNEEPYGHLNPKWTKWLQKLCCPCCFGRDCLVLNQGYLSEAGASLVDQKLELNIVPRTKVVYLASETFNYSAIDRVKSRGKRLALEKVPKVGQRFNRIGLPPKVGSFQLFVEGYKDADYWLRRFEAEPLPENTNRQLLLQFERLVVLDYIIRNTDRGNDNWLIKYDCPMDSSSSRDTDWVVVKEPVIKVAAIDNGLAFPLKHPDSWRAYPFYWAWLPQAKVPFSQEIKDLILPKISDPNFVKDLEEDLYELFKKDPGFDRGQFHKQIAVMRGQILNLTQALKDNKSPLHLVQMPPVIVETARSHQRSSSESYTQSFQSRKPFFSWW
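Compounds are screened against recombinant PI4K2A using PI as substrate and ATP, the latter dispensed at 300 microM. Reactions run one hour at ambient temperature before ADP-Glo detection; full inhibition defined by wells lacking enzyme.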
IDH1 R132H inh: blocks human mutant IDH1 R132H enzyme | IDH1-R132H enzyme, NADPH consumption, diaphorase/resazurin fluorescence | O75874 | Potency, µM (doses to about 76.6 µM), without a hit: at the top dose activity change, negative = inhibition, actives largely listed as inhibitors | actives 0.093% (n = 390,000); further: potency means the concentration at half of the fitted maximal effect; on the % scale 0 is the no-effect control and ±100 the full control effect; nearly all actives have a fitted effect of over 65% in size
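IDH1-R132H (0.5 ug/mL dispensed) in pH 7.5 Tris buffer was preincubated 30 min with compound, then given a substrate mix of 0.016 mM NADPH and 2 mM alpha-KG for 80 min at room temperature; remaining NADPH was read by diaphorase/resazurin fluorescence.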
Numbers without * were called inactive; ? = inconclusive; / = not tested or not shown; & = joins results of further samples; [ ] = remark or other dose. Unless noted, the call rests on the fitted dose curve; in most records, active means well fitted curve in the direction sought with a large enough effect; inconclusive means small, poorly fitted or top-dose-only effect, or another doubt; inactive means no such curve, though single readings can be large; an effect the other way counts as inactive or inconclusive. The list is partial; count on the stated rates, not on these rows.

Values run as follows: USP1-UAF1 inh | Vif-APOBEC3F blk | RXFP1 agonist | TrxR1 substrate | GRP78 ERSR act | LDHA inh | Vif-APOBEC3G blk | PI4K2A inh | IDH1 R132H inh
#1 COc1cccc(CNC(=O)Cn2ncn3nc(-c4cccs4)cc3c2=O)c1
    -5% | -6% | -2.0% | 10% | -1% | -6 | 2% | -2 | 0%
#2 CN(NS(=O)(=O)c1ccc(Cl)cc1)c1ncc(C(F)(F)F)cc1Cl
    -18% | ? | 4.4% | -1% | 0% | 7 | -12% | -21 | 6%
#3 C[n+]1ccc2[nH]c3ccccc3c2c1
    / | / | / | / | -4% | 2 | 4% | -5 | /
#4 CCCc1c(C(=O)Nc2ccc(F)cc2F)cnn1-c1ccccc1
    -16% | 2% | -0.5% | 3% | 1% | 0 | -1% | -6 | 15%
#5 CC(C)(C)Sc1ccc(/C=N/O)cc1[N+](=O)[O-]
    -21% | 7% | 2.7% | -1%[57.1 µM] | -3% | 3 | 1% | 7 | 7%
#6 Cc1ccc(/C=C/c2onc(C)c2S(=O)(=O)N2CCC(C(=O)NCc3ccco3)CC2)cc1
    -6% | -10% | -0.6% | 0%[57.1 µM] | 1% | -9 | 2% | 3 | 1%
#7 O=C(NN1CCN(Cc2ccccc2Cl)CC1)c1ccc(Cl)cc1
    -14% | -1% | -1.2% | -3% | -4% | 1 | -1% | 5 | 6%
#8 O=c1ccn([C@@H]2O[C@H](CO)[C@@H](O)[C@H]2O)c(=O)[nH]1
    -22% | -3% | -4.7% | 3% | 0%&-4% | -3 | 1% | -4 | 3%
#9 Cc1ccccc1-c1nn2c(=O)cc(CN3CCN(S(=O)(=O)c4ccc(Cl)cc4)CC3)nc2s1
    -32% | 0% | 1.0% | 5%[57.1 µM] | -3% | 4 | -4% | 7 | 11%
#10 CCN(CC(=O)Nc1c(F)cccc1F)C(=O)c1cccc(S(=O)(=O)NCc2ccccc2)c1
    -5% | 1% | 0.0% | 5% | -4% | -3 | 1% | -1 | 6%
#11 COc1ccc(/C=N/N2CCN(Cc3ccccc3)CC2)cc1
    -8% | -1% | 1.3% | 1% | 1% | 0 | -1% | -4 | -1%
#12 Cc1cc(C(=O)N2CCCC(C(=O)c3ccc4ccccc4c3)C2)n(C)n1 (configuration not stated)
    -22% | 11% | 1.4% | -3%[57.1 µM] | 1% | -1 | 7% | 1 | 5%
#13 COc1ccc(S(=O)(=O)N2CCC(NC(=O)c3cccc(F)c3)CC2)cc1
    -15% | 0% | 0.5% | 0% | -1% | -6 | 2% | 3 | 0%
#14 CCOC(=O)c1cnc(SCC(=O)c2ccc(C)cc2)nc1N
    1% | 0% | 7.0% | -7% | -3% | -7 | 0% | 0 | 5%
#15 COc1cc(OC)c(NC(=O)c2ccc(F)cc2)cc1Cl
    -8% | 5% | 2.1% | 4% | -3% | -6 | -2% | 3 | 0%
#16 Cn1c(=O)c2c(nc(NCCNC(=O)c3ccco3)n2Cc2ccc(F)cc2)n(C)c1=O
    2% | -3% | 2.0% | 4%[57.1 µM] | 6% | -6 | 2% | -1 | 10%
#17 Cc1cc(C)cc(-n2c(SCC(=O)Nc3ccc4c(c3)OCO4)nc3c([nH]c4ccccc43)c2=O)c1
    -17% | -1% | 7.8% | 0%[57.1 µM] | -1% | 5 | -2% | 3 | 7%
#18 Cc1ccc(S(=O)(=O)Nc2ncccn2)cc1
    4% | 9% | -0.6% | 1% | -3% | -11 | -3% | 0 | 4%
#19 CCCCCCn1c(CN2CCN(C(=O)OCC)CC2)nc2c1c(=O)n(C)c(=O)n2C
    -5% | -5% | / | -9% | 0% | -1 | -4% | -7 | 2%
#20 Cc1nonc1CN(C)C(=O)CC1C(=O)NCCN1Cc1ccccc1F (configuration not stated)
    -13% | -4% | 0.8% | 21% | -5% | 11 | -2% | -1 | 7%
#21 O=C(OCc1cn([C@H]2C[C@H](c3ccc(Cl)cc3)N(C(=O)C3CCCCC3)C[C@@H]2O)nn1)c1ccccc1
    -4% | -4% | / | / | -2% | -4 | 0% | 1 | -1%
#22 Cc1ccc(NC(=O)CSc2nncn2N)cc1C
    -18% | -7% | -0.6% | 2% | 0% | -3 | 0% | 3 | -4%
#23 COC(CNC(=O)c1cc(C(=O)c2c(-c3c(Cl)cccc3Cl)noc2C)c[nH]1)OC
    -14% | -5% | 0.8% | 9%[57.1 µM] | -4% | -9 | 0% | -8 | -1%
#24 OC(c1ccc(F)cc1)c1ncc(-c2cccc3ccccc23)[nH]1 (configuration not stated)
    / | / | / | / | 0% | 0 | -8% | -1 | /
#25 COc1ccc(NS(=O)(=O)c2ccc(C)c(C(=O)O)c2)cc1
    -25% | -1% | -1.3% | 7% | -1% | 1 | 1% | 1 | -2%
#26 CCCCOc1ccc(C(=O)NCC2(c3ccccc3)CCOCC2)cc1
    -6% | -1% | 0.1% | 0% | -4% | -1 | 0% | 2 | 5%
#27 Cc1n[nH]c(C)c1S(=O)(=O)N1CCCC(C(=O)O)C1 (configuration not stated)
    -5% | 13% | / | -2% | 0% | -4 | 0% | 2 | -10%
#28 Cc1ccc(CNC(=O)CCC2CCCN(Cc3cccc4cccnc34)C2)o1 (configuration not stated)
    -19% | 5% | 0.9% | 4%[57.1 µM] | -1% | -3 | -4% | -5 | 11%
#29 CSc1nc2sc3c(c2c(=O)[nH]1)CCc1ccccc1-3
    -11% | 0% | 4.6% | -4% | 2% | -5 | -9% | 1 | -3%
#30 COCCCNC(=S)N1CCN(c2nc(-c3ccc(Cl)cc3)cs2)CC1
    ? | -2% | / | / | -3% | -6 | 0% | 1 | -2%
#31 COc1c2c(c(OC)c3ccccc13)[C@@]1(OC2)O[C@H](CCO)C[C@H](O)[C@H]1O
    -23% | -12% | / | / | -5% | 11 | 1% | -1 | 7%
#32 C#Cc1ccc(NC(=O)C2(C)CCN2C(=O)Cc2ccc(-c3ccccc3)cc2)cc1 (configuration not stated)
    / | / | / | / | -2% | -2 | 0% | 1 | /
#33 COC(=O)c1[nH]c2cc(C)ccc2c1NC(=O)CN1CCN(C(=O)c2ccco2)CC1
    0% | -1% | 3.3% | 16% | 2% | 4 | 2% | 0 | -8%
#34 O=C1C2C3c4ccccc4C(c4ccccc43)C2C(=O)N1c1cccc2cccnc12 (configuration not stated)
    -19% | 2% | -0.6% | 0% | -4% | -4 | 2% | 5 | 1%
#35 CCC1=NN(C(=O)C(=O)NCCc2ccccc2)C(O)(C(F)(F)F)C1 (configuration not stated)
    -6% | -4% | 0.0% | 11% | 0% | -7 | 1% | 2 | -1%
#36 Cc1cccc(CNc2ncc(-c3cccc([N+](=O)[O-])c3)n2C)c1
    -24% | -5% | -0.9% | -3% | -4% | -3 | 1% | 2 | 6%
#37 COc1ccc(OCC(=O)N/N=C2\CCc3ccccc32)cc1
    5% | 2% | -1.5% | -8% | 2% | -6 | 0% | 1 | 18%
#38 COc1ccc(OC)c(CN2CCN(CCc3ccccc3)C(CCO)C2)c1 (configuration not stated)
    -9% | -7% | 0.1% | 3%[57.1 µM] | -4% | -4 | -1% | 4 | 0%
#39 CSc1cccc(NS(=O)(=O)c2ccc(-c3coc(C)n3)cc2)c1
    -24% | ? | 2.1% | 0% | 0% | -4 | -10% | 3 | 4%
#40 CCOC(=O)c1c(C)[nH]c(C)c1S(=O)(=O)N1CCC(C(=O)Nc2ccc(C)c(Cl)c2)CC1
    -14% | 6% | 1.6% | 11%[57.1 µM] | -1% | -11 | 0% | 1 | -12%
#41 COc1ccc(NC(=O)CSc2cc(C)ccc2C)cn1
    -17% | 6% | 4.0% | 1% | -2% | -3 | -6% | -5 | 6%
#42 Cc1ccc(/C(O)=C2\C(=O)C(=O)N(CCN(C)C)C2c2ccccc2F)cc1 (configuration not stated)
    -16% | 1% | 3.5% | -4% | -5% | -10 | -1% | 14 | 5%
#43 CN1CCC(N(C)C(=O)/C(C#N)=C/c2ccc(OC(F)F)cc2)CC1
    -5% | 3% | 0.6% | -10% | -6% | 0 | 1% | 4 | 12%
#44 Cc1ccc(S(=O)(=O)c2cc3cc(C(=O)O)ccc3oc2=O)cc1
    ? | -8% | -0.9% | 3% | -5% | 0 | -8% | -5 | 0%
#45 CCSc1nnc(NC(=O)c2cccnc2)s1
    -8% | -1% | 0.6% | -15% | 2% | -2 | -2% | 8 | 19%
#46 COc1cccc(C=Nc2ccccc2C(=O)Nc2ccccc2)c1O
    -23% | 10% | 4.5% | 58%[activator] | -1% | 12 | -7% | -5 | 1%
#47 Cc1ccc(-c2noc(CN(C(=O)Cc3ccccc3)C(C)C)n2)cc1
    -9% | 9% | 0.0% | 1% | -2% | 12 | 4% | -2 | 0%
#48 O=C(CN1CCN(c2ccc(Cl)cc2)CC1)Nc1ccc(F)cc1
    -6% | 5% | -1.8% | -10%[57.1 µM] | -2% | 7 | 1% | -4 | -3%
#49 CCCCNC(=O)c1sc(=S)n2c1[nH]c(=O)c1ccccc12
    -13% | -1% | -0.9% | 7%[57.1 µM] | ? | -6 | 0% | 2 | 8%
#50 Cc1ccc(C(=O)NNC2CC(=O)N(c3ccc4c(c3)OCCO4)C2=O)cc1 (configuration not stated)
    -16% | 0% | -1.9% | 0% | -1% | -1 | -11% | 1 | 2%
